HIV RNase H inh = blocks HIV-1 RNase H cleavage of RNA/DNA duplex; 1.9% of 65,000 active; RT-RNase H RNA/DNA duplex cleavage, fluorescence; P04585; inhibition, % at 10 µM; in the data active means inhibition above about 50%
RmlC RmlD mix = mixture blocks RmlC and RmlD coupled enzyme activity; 0.39% of 110,000 active; RmlC/RmlD coupled enzyme inhibition, 384-well mixture HTS; AID 1532; inhibition, % at 5.5 µM; in the data active means inhibition above about 30%, passing the limit was not always enough; further: strong numbers were not always called active
* = called active by the depositor; . = not tested or not shown.

A first look (two entries):
SMILES | HIV RNase H inh | RmlC RmlD mix
COC(=O)c1ccc2c(c1)N(Cc1nc(-c3cccc(C)c3)oc1C)C(=O)C1CCCN21 (stereo unspecified) | 71.2* | 4.0
Cc1ccc(C(=O)c2nocc2C(=O)c2cccs2)cc1 | -36.7 | 17.8

Results, repeating the preview:
SMILES | HIV RNase H inh | RmlC RmlD mix
COC(=O)c1ccc2c(c1)N(Cc1nc(-c3cccc(C)c3)oc1C)C(=O)C1CCCN21 (stereo unspecified) | 71.2* | 4.0
Cc1ccc(C(=O)c2nocc2C(=O)c2cccs2)cc1 | -36.7 | 17.8
CCCC(=O)NCCc1cc2ccc(OC)cc2[nH]c1=O | -18.3 | 8.8
COCCCn1ccc(O)c(Cc2ccc(F)cc2)c1=O | . | -10.1
COc1ccccc1C(=O)O/N=C1/CCCc2c1ccc(OC)c2[N+](=O)[O-] | . | 2.8
Cc1ccc(NC(=O)CCn2cccc2)cc1Cl | -15.1 | -9.3
CN1CC(=O)N2[C@H](c3ccc4c(c3)OCO4)c3[nH]c4ccccc4c3C[C@@H]2C1=O | . | -10.1
Cc1ccc(N2C(=O)C(Cl)=C(NCc3ccccc3)C2=O)c(C)c1 | . | 12.8
Cc1ccc2c(c1)c1c3n2CCN(C(=O)Cn2c(-c4ccccc4)noc2=O)C3CCC1 (stereo unspecified) | -3.5 | -10.7
Cc1csc(NC(=O)CSc2nnc(-c3ccccn3)n2-c2ccc(C)c(C)c2)n1 | -7.4 | 5.0
ON1C2CCCCC2N(O)C1c1c(F)c(F)c(F)c(F)c1F (stereo unspecified) | 1.4 | 4.1
c1ccc(CSc2ncnc3c2cnn3Cc2ccccc2)cc1 | . | -5.5
CC(C)c1ccc(S(=O)(=O)N2CCN(C(=O)c3cccc(F)c3)CC2)cc1 | 1.3 | 4.2
Cc1ccccc1NC(=O)C1C2CCCC1C2c1ccccc1 (stereo unspecified) | . | -7.4
CCOC(=O)c1ccccc1NC(=O)c1cccs1 | -28.3 | -13.0
O=C(Cc1cccs1)Nc1nnc(COc2ccccc2)s1 | . | 9.5
NC(=O)c1ccccc1N/C=C/C(=O)c1ccccc1 | -13.6 | 0.5
Cc1ccc(C(=O)COC(=O)c2ccc(Br)o2)cc1C | -86.7 | 4.0
COc1cc(/C=N/NC(=O)/C(=C\c2ccc([N+](=O)[O-])cc2)NC(=O)c2ccccc2)cc(OC)c1O | . | 6.1
CCCc1ccc(C(=O)NNC(=O)c2ccc(Cl)cc2)cc1 | . | 6.7

Nothing new here: 5 of the compounds above.
SMILES | HIV RNase H inh | RmlC RmlD mix
COC(=O)c1ccc2c(c1)N(Cc1nc(-c3cccc(C)c3)oc1C)C(=O)C1CCCN21 (stereo unspecified) | 71.2* | 4.0
Cc1ccc(C(=O)c2nocc2C(=O)c2cccs2)cc1 | -36.7 | 17.8
CCCC(=O)NCCc1cc2ccc(OC)cc2[nH]c1=O | -18.3 | 8.8
COCCCn1ccc(O)c(Cc2ccc(F)cc2)c1=O | . | -10.1
COc1ccccc1C(=O)O/N=C1/CCCc2c1ccc(OC)c2[N+](=O)[O-] | . | 2.8

New compounds follow:
SMILES | HIV RNase H inh | RmlC RmlD mix
COc1ccc(-c2noc(-c3ccco3)n2)cc1OC | -15.4 | 2.8
COc1ccc(-n2ncc3c(NCCN4CCOCC4)ncnc32)cc1 | . | 3.0
CSc1nncc(=O)[nH]1 | 7.0 | 2.1
CC(=O)N(c1cccc(Br)c1)C1C=CS(=O)(=O)C1 (stereo unspecified) | 1.6 | -10.9
C=CCn1c(C)cc(C(=O)COc2nncc3ccccc23)c1C | -20.3 | -1.5
CC(C)(C)N1C(=O)c2ccccc2NC(=O)N1Cc1ccc(Br)cc1 | . | 0.9
COc1ccc(-c2[nH]c(-c3ccc(Cl)cc3)nc2SCC(=O)Nc2nccs2)cc1 | . | 3.8
O=C(CN1CCCCC1)Nc1cccc(-n2cnnn2)c1 | -0.7 | -3.2
CC(O)(CS(=O)(=O)Cc1ccccc1)C(=O)Nc1ccc(C(F)(F)F)cc1 (stereo unspecified) | . | -4.5
COCCOC(=O)C1=C(C)NC2=C(C(=O)CCC2)C1c1ccc(N(C)C)cc1 (stereo unspecified) | 6.9 | 7.3
COc1cccc(-c2cc3nc(-c4ccccc4)cc(N4CCC5(CC4)OCCO5)n3n2)c1 | 19.9 | -279.9
Fc1ccccc1COc1cccc(/C=N/n2cnnc2)c1 | -50.4 | -10.1
OCC#Cc1cnc2ccccc2c1 | -8.9 | -10.6
CCCc1cc(-c2n[nH]c(=S)n2C(C)c2ccccc2)cs1 (stereo unspecified) | . | 5.0
CCOc1ccccc1-n1c(SCC(N)=O)nnc1-c1ccc(O)cc1 | -8.4 | 2.1
COc1ccc(CCn2c(=O)[nH]c3cc(C(=O)NCCCN4CCOCC4)ccc3c2=O)cc1OC | -12.8 | .
O=C(N=C1SCC(=O)N1c1ccccc1Cl)c1ccco1 | -17.2 | 7.5
O=C(Nc1ccc2c(c1)OCO2)Nc1ccc(Cl)cc1Cl | . | -11.7
CN(C(=O)CSc1nc2c(c(=O)[nH]1)CCCC2)C1CCCCC1 | -2.4 | -143.0
O=C(c1ccc(Cl)c(S(=O)(=O)NCc2ccccc2)c1)N1CCN(c2ccccn2)CC1 | . | -14.7
O=P1(O)C=C(c2ccccc2)OC(c2ccccc2)=C1 | 2.6 | .
Cc1nc2nc(NCc3cccs3)nn2c(C)c1Cl | . | -3.0
Cc1cc(C(=O)N2CCN(C/C=C/c3ccccc3)CC2)cs1 | 8.3 | 3.2
Cc1ccc(-c2nn3c(C)nnc3s2)cc1NC(=O)c1ccc(-c2cccc(Cl)c2)o1 | 34.0 | -5.0
O=C(NCCc1ccc(Cl)cc1)C1CCC(CNc2c(N3CCCCC3)c(=O)c2=O)CC1 (stereo unspecified) | . | -13.6
CCc1ccc2[nH]c3nc(SCc4nnc(-c5ccc(C)cc5)o4)nnc3c2c1 | . | -9.2
O=C(/C=C/c1ccccc1)NC(=S)NNC(=O)Cc1cccs1 | . | 1.4
Cc1ccc(CNC(=O)CCC(=O)c2cccs2)cc1 | . | 0.0
Cc1noc(C)c1C(=O)OCC(=O)NC(c1ccccc1)c1ccccc1 | . | -11.3
COc1ccc2c(c1)CCNC2Cc1ccc(OC)c(O)c1 (stereo unspecified) | . | -40.5
CCCc1ccc(C(=O)N2CCN(c3ccccc3OCC)CC2)cc1 | -26.9 | 9.1
CCCCOc1ccc(C(=O)Nc2ccc(N3CCN(C)CC3)cc2)cc1 | 1.1 | -14.9
CC(=O)Nc1ccc(S(=O)(=O)NCCC(=O)NCCc2ccc(F)cc2)cc1 | . | -7.0
Cn1c(Oc2ccccc2)c(C=O)c2ccccc21 | . | -8.3
CC[C@H](C)[C@H](NC(=O)c1ccc(Cl)cc1)C(=O)OCC(=O)c1ccc2c(c1)NC(=O)CO2 | . | -8.2
Cc1ccc(N(CC(=O)NC2CC3CCC2C3)S(C)(=O)=O)cc1C (stereo unspecified) | -5.1 | 16.9
COc1ccc(S(=O)(=O)Nc2ccc(F)cc2)c(C)c1C | . | -0.5
CN(C(=O)COc1ccccc1)c1nnc(-c2cccnc2)s1 | -18.6 | .
CCOC(=O)c1cc(NC(=O)SCC(=O)O)c(C)nc1C | 2.4 | 8.8
Cc1ccc(NC(=S)N2CCN(Cc3ccc4c(c3)OCO4)CC2)c(C)c1 | . | 4.6
Cc1csc(Sc2nc3c(c(=O)[nH]c(=O)n3C)n2Cc2ccccc2Cl)n1 | -2.9 | 7.7
CN(C)S(=O)(=O)N(CC(=O)Nc1ccccc1F)c1ccccc1 | -2.4 | 61.0
O=C(CCSc1nc(-c2ccco2)cc(C(F)(F)F)n1)N1CCN(c2ccccc2)CC1 | 1.2 | -3.8
O=C(NCCCc1ccccc1)c1ccncc1 | 6.1 | -26.6
COc1ccccc1-c1nnc2sc(COc3ccc(Cl)cc3)nn12 | -17.2 | .
CCc1c(C)[nH]c(=S)c(C#N)c1C | 84.3* | -7.3
Cc1c2cnn(-c3ccccc3)c(=O)c2c(C)n1CCCC(=O)N1CCN(c2ncccn2)CC1 | -13.9 | 4.3
NC(=O)CC(NC(=O)c1ccccc1)C(=O)O (stereo unspecified) | . | 7.1
Cc1c(NC(=O)C(C)NCC2CCCO2)c(=O)n(-c2ccccc2)n1C (stereo unspecified) | . | -10.2
COc1cccc(C2CC(c3c(-c4ccccc4)c4cc(Cl)ccc4[nH]c3=O)=NN2S(C)(=O)=O)c1OC (stereo unspecified) | . | 7.2
CCCCOc1ccc(-c2ncc(C(=O)OCC)c(N)n2)cc1 | 2.0 | -7.8
COC(=O)C1=COC(OC2OC(CO)C(O)C(O)C2O)C2C1C=CC2(O)CO (stereo unspecified) | . | 8.6
CCCCC(=O)Nc1ccc(C)c(O)c1 | . | 10.3
Cc1ccc(NC(=O)CCC(=O)NCCO)cc1 | . | 6.1
CCN(CC)S(=O)(=O)c1cccc(NC(=O)COC(=O)c2ccc(Br)o2)c1 | . | 0.4
O=C(O)C1C2C=CC(C2)C1C(=O)NCCC1=CCCCC1 (stereo unspecified) | -10.5 | -1.2
NS(=O)(=O)c1ccc(CCNC(=O)C2CCCCN2S(=O)(=O)c2ccccc2)cc1 (stereo unspecified) | -13.1 | -2.9
COc1ccccc1N1CC(C(=O)Nc2cccc(C(=O)O)c2)CC1=O (stereo unspecified) | -9.9 | 8.4
COc1ccn(C)c(=O)c1C#N | . | 5.0
Cc1ccccc1/C=N/NC(=O)Cn1cnc([N+](=O)[O-])n1 | . | 5.3

Remaining list, next part
SMILES | HIV RNase H inh | RmlC RmlD mix
COc1ccc(-c2cc(=O)oc3cc4occ(C)c4cc23)cc1 | . | -9.9
COCCN1C(=O)N[C@@H](CCc2ccccc2)[C@H](C(=O)OC)[C@H]1C | . | -9.5
O=C(N[C@@H](Cc1ccccc1)C(=O)OCc1ccccc1)c1nc[nH]c1C(=O)N1CCN(c2ccccc2)CC1 | . | 2.7
O=C(Nc1ccc(N2CCCC2)cc1)c1ccccc1F | . | -4.9
CCOC(=O)c1c(C)sc(Sc2ccc(Cl)cc2[N+](=O)[O-])c1OC | . | -0.7
COc1ccccc1-n1c(SCC(=O)Nc2ccc(C)cc2)nc(O)cc1=O | . | 37.4
C=CCn1c(SCC(=O)NC2CCS(=O)(=O)C2)nc2scc(C3CC3)c2c1=O (stereo unspecified) | 6.6 | 4.8
CSc1nnc(-c2cc3c(s2)-c2ccccc2CC3)o1 | . | -104.6
O=C1C=C(NCc2ccco2)CCC1 | -4.3 | 0.5
COCCNC(=O)C(=O)NCCN1CCOCC1 | . | 10.9
O=C(CSc1nnc(CNC(=O)c2cccs2)o1)Nc1cccc(C(F)(F)F)c1 | -11.4 | 4.3
COc1ccc(C)cc1NC(=O)c1cc2cc3ccc(C)cc3nc2o1 | 0.8 | -5.4
CCc1nnc(NS(=O)(=O)c2ccc(NC(=O)OC)cc2)s1 | -2.9 | -6.5
COc1cccc(C2CC(c3cccs3)=NN2C(=S)Nc2ccccc2)c1OC (stereo unspecified) | . | 5.0
CC1(c2ccccc2Cl)NC(=O)N(CC(=O)NC(=O)NCc2ccco2)C1=O (stereo unspecified) | 4.1 | -1.9
O=C(O)COc1ccc(Br)cc1/C=C1/SC(=O)N(CC(=O)N2CCCC2)C1=O | . | 9.4
O=C(CCN1C(=O)c2ccccc2C1=O)Nc1ccc2c(c1)OCCO2 | 1.4 | -1.5
Cc1ccc2c(c1)N(S(=O)(=O)c1ccc(F)cc1)C(C(C)(C)C)CO2 (stereo unspecified) | . | 0.8
CC(C)Oc1ccc(CNC(=O)CC(c2ccccc2)c2cc(Cl)ccc2O)cc1 (stereo unspecified) | . | 6.0
O=S(=O)([N-]c1nc2ccccc2nc1-[n+]1ccccc1)c1ccc(Cl)cc1 | . | -14.4
CC(NC(=O)OCc1ccccc1)C(=O)N1CC(O)CC1C(=O)O (stereo unspecified) | -3.2 | 13.8
COc1ccccc1N(CC(=O)NC(C)(C)C)C(=O)C1CSC(=O)C1 (stereo unspecified) | . | 6.7
c1ccc(-n2nnc3cnccc32)cc1 | -24.2 | 8.4
CC(=O)COc1cc(C)cc2oc(=O)c(C)c(C)c12 | -20.4 | 24.7
Cc1ccc(OCc2nc(C#N)c(NCCCn3ccnc3)o2)cc1 | -84.4 | -12.4
Cc1nc(NC2=NCN(CCCN3CCOCC3)CN2)nc2c(C)cccc12 | -0.8 | .
c1ccc2c(c1)NC1(CCCC1)n1c-2nc2ccccc21 | 5.1 | -0.2
CCn1c(SCC(=O)C(C)(C)C)nnc1-c1cnccn1 | -2.9 | -18.3
CCOC(=O)NC1(C(F)(F)F)NC(=O)N(Cc2ccco2)C1=O (stereo unspecified) | 7.4 | -11.2
COc1ccc(/C=N/Nc2nc(Nc3ccccc3)nc(N3CCCCC3)n2)cc1OC | . | 14.0
COc1ccc2c(CSc3nc4nc(C)cc(C)n4n3)cc(=O)oc2c1 | -1.9 | 3.3
O=C(NCCCN1CCOCC1)c1cc2c(s1)CSC2 | 6.6 | 13.6
COc1ccc(C(=O)NCC23C=CC(O2)C2C(=O)N(Cc4ccccc4)C(=O)C23)cc1 (stereo unspecified) | 1.0 | -10.5
COc1ccc(C(=O)Nc2cccc([N+](=O)[O-])c2)cc1Br | . | -13.5
CC1CCCC(NC(=O)C2CCN(S(=O)(=O)N3CCOCC3)CC2)C1C (stereo unspecified) | 8.0 | -6.9
CCOc1ccccc1N1C(=O)NC(=O)/C(=C/c2ccc3c4c(cccc24)CC3)C1=O | . | 26.9
O=C(Oc1ccccc1)c1cccc(N2C(=O)CCC2=O)c1 | 0.2 | 5.8
CCCC12CN3CC(C)(CN(C1)C31CCCCC1)C2=O | -3.5 | -13.3
CCCn1c(Cc2ccccc2)nnc1SCC(=O)N1CCOCC1 | . | 5.6
O=C(Cn1nnc(-c2ccccc2NC(=O)c2ccco2)n1)NC1CCCCC1 | 49.1 | -13.7
O=C(CSc1nnc(Cc2ccccc2)o1)NC1CC2CCC1C2 (stereo unspecified) | -3.1 | 11.7

Ordered by count of non-hydrogen atoms (rising): some entries from above.
SMILES | HIV RNase H inh | RmlC RmlD mix
O=C(NCCCN1CCOCC1)c1cc2c(s1)CSC2 | 6.6 | 13.6
COc1ccc(C(=O)Nc2cccc([N+](=O)[O-])c2)cc1Br | . | -13.5
Cc1ccc(OCc2nc(C#N)c(NCCCn3ccnc3)o2)cc1 | -84.4 | -12.4
COc1ccc2c(CSc3nc4nc(C)cc(C)n4n3)cc(=O)oc2c1 | -1.9 | 3.3

Bioassay records as filed in PubChem BioAssay.

The list is partial; the hit share may differ from the screen's.
